S1P3 antagonist: antagonists of human S1P3 receptor. CHO S1P3 NFAT-BLA reporter, FRET fluorescence, antagonist mode. actives 0.27% (n = 170,000). inhibition, % at 4.98 µM. AID 485;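 active means inhibition above the plate cutoff, the mean inhibition of test wells on that plate plus 3 SD, cut at about 28% in these data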;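 further: cells challenged with S1P at its EC80 of 0.8 µM; blue over green emission ratio from cleaved BLA substrate after 4 h stimulation; 0% = S1P-stimulated wells and 100% = unstimulated DMSO-only wells; some compounds past the cut are filed as inactive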
Target sequence (Q99500 whole entry, looked up): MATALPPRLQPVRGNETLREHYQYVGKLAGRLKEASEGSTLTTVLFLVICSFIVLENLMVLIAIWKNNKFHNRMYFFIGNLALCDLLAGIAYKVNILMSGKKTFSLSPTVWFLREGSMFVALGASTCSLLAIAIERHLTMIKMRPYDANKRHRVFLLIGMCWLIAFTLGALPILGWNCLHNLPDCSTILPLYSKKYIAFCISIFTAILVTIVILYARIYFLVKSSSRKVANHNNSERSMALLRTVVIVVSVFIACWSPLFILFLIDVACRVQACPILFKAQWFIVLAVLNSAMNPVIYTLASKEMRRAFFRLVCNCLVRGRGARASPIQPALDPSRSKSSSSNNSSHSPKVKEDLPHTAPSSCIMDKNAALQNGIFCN
* marks the source's active call; other numbers are inactive results. The list is partial. The share of hits here may be higher or lower than overall.

canonical_smiles	S1P3 antagonist
O=C(O)/C=C/c1cccc(NC(=O)c2ccccc2)c1	26
Cc1cc(C(=O)Nc2ccc(Cl)cc2)c(C)n1-c1ccccc1	12
C=CCSc1cc(C)nc2c(-c3ccccc3)cnn12	-2
CC(C)(C)c1cc(C(=O)NNc2cccc(Cl)c2)n(Cc2ccccc2)n1	-1
O=C(Nc1ccc(F)cc1)c1cc2c(s1)CCCC2	5
COC(=O)CSc1[nH]c2ccccc2c1[N+](=O)[O-]	1
CCOc1ccc(NC(=O)Cn2sc3nc(C)cc(C)c3c2=O)cc1	8
NS(=O)(=O)c1ccc(Nc2ccccc2)c([N+](=O)[O-])c1	-1
CC(C)(C)c1ccc(NC(=O)N2CCCN(c3c(Cl)cncc3Cl)CC2)cc1	7
O=C(O)CCCC(=O)Nc1ccc(Oc2ncnc3cc(Cl)ccc23)nc1	-19
Cc1ccc(Nc2ccc(C(=O)NC3CCCCC3)cn2)cc1	-3
Cc1[nH]n2cnnc2c(=O)c1Br	-10
O=C(NCc1cccs1)C1CCCN1C(=O)Nc1ccc(F)cc1 (stereo not drawn)	-12
O=C(O)c1ccn2c(C(=O)c3ccccc3)c(-c3ccccc3)cc2c1	1
O=C(Nc1ccc(N2CCOCC2)cc1)C1CCN(S(=O)(=O)c2ccccc2F)CC1	5
CC(C)c1nc2sc3c(SCC(N)=O)ncnc3c2c2c1CCC2	-3
CC1=CC(C)(C)NC(=S)N1c1cccc2cc(S(=O)(=O)O)ccc12	-2
CCOc1ccc(/C=N/NC(=S)NC2CC3C=CC2C3)cc1 (stereo not drawn)	2
CN(C)NC(=O)c1csnc1-c1c(Cl)cccc1Cl	-13
CCN1CCN(c2oc(-c3ccc([N+](=O)[O-])cc3)nc2C#N)CC1	20
CCCc1nc2oc3ccccc3c(=O)c2c(=O)n1CCCOC	2
CC1(C)CC(=O)C=C(Nc2ccccc2)C1	-2
Cc1cc(NC(=O)CN2C(=O)[C@@H]3[C@H](C2=O)[C@@H]2C[C@H]3C(Br)C2Br)no1 (stereo partly drawn)	-1
CC1=C(C(N)=O)S(=O)(=O)c2ccccc21	-4
COc1ccc(NC(=O)C2=CCN(S(=O)(=O)c3ccccc3)CC2)cc1OC	5
Cc1ccn2c(=O)c(C(=O)O)cnc2c1	-18
CC1=CC(=O)N(c2ccn(C)n2)C1=O	-12
CC1=NNC(=O)C1CCC(=O)N/N=C(\C)c1ccc(Cl)cc1 (stereo not drawn)	-6
O=C(NCc1ccccc1)c1ccc(S(=O)(=O)Nc2cccc(C(F)(F)F)c2)cc1	-5
CN(Cc1cc2ccccc2[nH]c1=O)C(=O)COc1ccccc1	4
O=C(N/N=C/c1ccccn1)c1sc2ccccc2c1Cl	5
Cc1ccc(N2C(=O)c3cccc4c([N+](=O)[O-])ccc(c34)C2=O)c2cccnc12	9
COc1ccc(C(=O)Cn2c(=N)n(C)c3ccccc32)cc1	4
CC(C)(C)c1ncc(S(=O)(=O)c2ccc(C(F)(F)F)cn2)c(N)n1	5
C=C(C)COc1ccc(-c2n[nH]c(C)c2-c2ccc(OC)c(OC)c2)c(O)c1	-7
CCN(C(=O)c1cnc(NC(C)C)cc1C(F)(F)F)c1ccc(Cl)cc1	8
COc1ccc2c(CC(=O)OCC(=O)Nc3cccc(S(N)(=O)=O)c3)coc2c1	-10
O=C(NNC(=O)c1ccccc1Cl)c1cc2cc(OC(F)(F)F)ccc2[nH]1	-11
COc1ccc(Cn2cc([N+](=O)[O-])nc2C)cc1[N+](=O)[O-]	-3
COc1ccc(/C=C/C(=O)C(C)(C)C)cc1OC	-12
O=C(CC1SC(=O)N(Cc2ccccc2Cl)C1=O)Nc1nccs1 (stereo not drawn)	-5
Cc1ccc(/C(N)=N/OC(=O)c2cccc(Cn3cc(C(F)(F)F)ccc3=O)c2)cc1	4
O=C1Nc2ccccc2/C1=N\N=C\c1ccc(O)c(O)c1	-14
O=S(=O)(c1cccc(-c2n[nH]c(=S)o2)c1)N1CCOCC1	1
Cc1ccc(S(=O)(=O)CC(=O)c2ccc3c(c2)OCCO3)cc1	-21
NS(=O)(=O)c1cccc(NC(=O)Cn2cc(C(F)(F)F)cc(Cl)c2=O)c1	-6
CC(=O)C1=C(O)C(=O)N(c2ccc(S(N)(=O)=O)cc2)C1c1cccc([N+](=O)[O-])c1 (stereo not drawn)	-8
CC(C)(C)NC(=S)NC(C)(C)C	0
COc1ccc(NC(=O)/C(C#N)=C\c2ccc(Br)o2)cc1	3
CC1=NN(c2ccccc2)C(=O)C1C=Nc1ccc(N(C)C)cc1 (stereo not drawn)	15
COc1cc(NC(=S)NCCc2ccccc2)c(OC)cc1NC(=O)C(C)C	-9
COc1cc2c(cc1OC)CN(C(=S)Nc1cccc(Cl)c1C)CC2	13
CCOC(=O)C1(Cc2ccc(Cl)cc2)CCN(Cc2cn(CC)nc2C)CC1	9
CCCCCC1C/C(=N\O)C=C(C)C1C(=O)OC (stereo not drawn)	0
CC(C)(C)NC(=O)NC(=O)CN1CCN(c2cccc(Cl)c2)CC1	-10
CC(=O)Nc1nc(C)c(CCCOc2ccc([N+](=O)[O-])cc2)c(=O)[nH]1	-4
O=C(COC(=O)c1ccc(O)cc1O)NC1CCS(=O)(=O)C1 (stereo not drawn)	-13
CCOc1ccc2nc(NC(=O)COc3ccc(N(C)S(=O)(=O)c4ccc(C)cc4)cc3)sc2c1	6
NC(=O)NC(=O)c1nccnc1C(=O)O	8
CCOC(=O)C1=C(c2ccccc2)Nc2ncnn2C1c1ccc(C(=O)O)cc1 (stereo not drawn)	-16

Next part:
canonical_smiles	S1P3 antagonist
Cc1ccc(C(N)=Nc2ccccc2)cc1	-6
C[N+]1(CN2C(=O)C3C4C=CC(C4)C3C2=O)CCCCC1 (stereo not drawn)	4
CCOCCn1c(CN2CCN(CCO)CC2)nc2c1c(=O)n(C)c(=O)n2C	6
Cc1cc(-c2ccccc2C(=O)Nc2ccccc2O)on1	1
Cc1ccc(OC(=O)c2cc(C)nn2C(C)(C)C)cc1	2
Clc1cccc(Cl)c1-c1noc(CN2CCOCC2)n1	3
O=c1ccc(-c2ccccc2)no1	-12
Cc1cccn2c(=O)c3cc(C(=O)N4CCN(c5ccccc5)CC4)n(C)c3nc12	-1
COc1ccc(N2CCN(C(=O)Cc3ccc(Br)cc3)CC2)cc1	-6
CC1(NC(=S)NCCCCCCNC(=S)NC2(C)CCS(=O)(=O)C2)CCS(=O)(=O)C1 (stereo not drawn)	7
CC(C)(C)OC(=O)NCCc1n[nH]c(=S)o1	-19
Cc1ccc(SC2=C(Sc3ccc(C)cc3)C(=O)c3ccccc3C2=O)cc1	2
CC(C)C(=O)NNC(=O)c1cc2sccc2s1	-7
COc1cc(C2=NOC(C(=O)Nc3cc(C)on3)C2)cc(OC)c1OC (stereo not drawn)	-4
O=C(COC(=O)c1ccccc1O)Nc1cccc(S(=O)(=O)NC2=NCCCCC2)c1	-1
COc1ccc(-c2cn[nH]c2-c2ccc(OCc3ccccc3)cc2O)cc1	8
Cc1nn(C(C)C(=O)N/N=C/c2ccc(N(C)C)cc2)c(C)c1[N+](=O)[O-] (stereo not drawn)	-14
COc1ccc(CN2CCNC(=O)C2CC(=O)N(Cc2nccn2C)C(C)C)c(OC)c1 (stereo not drawn)	-1
Cc1[nH]c2ccccc2c1C(=O)CSC(=S)N1CCN(C)CC1	7
CCN1CCN(Cc2nc3c(c(=O)n(C)c(=O)n3C)n2Cc2ccc(Cl)cc2Cl)CC1	10
CC1CCN(C(=O)CSc2ccc3nnc(-c4ccccc4)n3n2)CC1	-10
CCc1nc2ccccc2nc1N1CCN(S(=O)(=O)c2ccccc2)CC1	-5
O=C(Cn1cnc2cc([N+](=O)[O-])ccc2c1=O)Nc1ccc(Br)cc1	0
CN1C(=O)C(CC(=O)O)S/C1=N\N=C\c1ccc(O)cc1O (stereo not drawn)	-4
CCn1cc(-c2n[nH]c(=S)n2-c2ccc(C)cc2Br)c(=O)c2ccc(C)nc21	7
CCN(c1ccccc1)c1nc2nonc2nc1NCCO	8
COc1cccc(C(O)c2cnc(C(C)C)n2C)c1 (stereo not drawn)	7
Cc1cc(C)cc(OCc2ccc(C(=O)NN)o2)c1	9
Cc1ccc2nc(N3C(=O)CNC3=S)sc2c1	10
CC(C)(C)c1cc(NC(=O)CCl)n(-c2ccccc2)n1	17
CC(C)OCCCn1c(=NC(=O)c2cccs2)c(C#N)cc2c(=O)n3ccccc3nc21	-21
CCn1nc(C)c(/C=N/NC(=O)Cn2cncn2)c1C	-8
Cc1nn(Cc2cccc(C(=O)O)c2)c(C)c1[N+](=O)[O-]	-26
Cc1c(C(=O)NCCSCc2ccc(F)cc2)cnn1-c1ccc(Cl)cc1	-1
Cc1onc(-c2c(F)cccc2Cl)c1C(=O)O/N=C(\N)c1ccc([N+](=O)[O-])o1	-11
Oc1c(Br)cc(/C=N/NC(=S)NCc2ccco2)cc1Br	6
Cc1ccc(NS(=O)(=O)c2sc3ccc(Cl)cc3c2C)cc1	10
Cc1cc(S(N)(=O)=O)c(N)c(S(N)(=O)=O)c1	10
Oc1ccc(-c2csc(-c3cccnc3)n2)cc1O	-14
O=C(O)C(F)(F)C(NCc1ccccc1)c1ccccc1 (stereo not drawn)	9
CC#CC[N+](C)(C)CCCCCCCC	-7
Fc1ccccc1C1CC(c2ccco2)=Nc2ccccc2S1 (stereo not drawn)	-11
CC1(C)CC(=O)C(C=NCC2CCN(C(=S)Nc3ccccc3)CC2)=C(O)C1	-6
NNC(=O)c1cc2sccc2s1	5
COc1ccc(CNC(=O)Nc2ccccc2)cc1	5
O=[N+]([O-])c1cccc2c3c([nH]c12)CCCC3	1
C(=C\c1ccccn1)/c1ccccn1	-10
CCCN(C(=O)c1cc2c(s1)CCC2)c1c(N)n(Cc2ccccc2)c(=O)[nH]c1=O	-14
CCc1cccc(C)c1NC(=S)N(CCOC)C(C)c1ccco1 (stereo not drawn)	-16
FC(F)(F)c1ccncc1-c1nnc(C2CCCCC2)o1	-6
O=C(Nc1ccccc1F)Nc1ccccc1N1CCCCC1	8
CC1(C)Cc2cccc(OCC(=O)OCC(=O)Nc3cccc(S(N)(=O)=O)c3)c2O1	3
COc1cc(-c2n[nH]c(=S)n2/N=C/c2cccn2C)cc(OC)c1OC	-19
CCc1ccc(N2CN(CCc3ccccc3)CNC2=S)cc1	0
Cc1nc(-c2cc(-c3nc(-c4ccc(C(C)(C)C)cc4)no3)no2)cs1	-4
COc1cc(OC)c(/C=N/NC(=O)c2ccc(Cn3nc([N+](=O)[O-])cc3C)cc2)c(OC)c1	-12
NC1=NC(=Nc2cccc(S(N)(=O)=O)c2)c2ccccc21	-7
Cc1nccn1-c1c2c(c(C#N)c3nc4ccccc4n13)CCCC2	-29
OCCC1CN(Cc2cccc3nccnc23)CCN1Cc1ccc(F)cc1 (stereo not drawn)	-6
O=C(/C=C/c1ccc2c(c1)OCO2)Nc1nc2ccc(F)cc2s1	-1

Two of these compounds in a different format.
> O=C1Nc2ccccc2/C1=N\N=C\c1ccc(O)c(O)c1
  S1P3 antagonist: -14

> O=[N+]([O-])c1cccc2c3c([nH]c12)CCCC3
  S1P3 antagonist: 1

(more compounds)
canonical_smiles	S1P3 antagonist
CC(C)COc1nc2c(c(=O)n(C)c(=O)n2C)n1C	10
CC(C)CN(CC(C)C)C(=O)Nc1ccc(F)cc1F	-6
COc1ccc(/C=N/Nc2ccccn2)cc1O	9
Cc1ccc(N=CNc2ccc(C)cc2C)c(C)c1	-15
COC(=O)/C=C(\C)N=Nc1c(O)[nH]c2ccccc12	0
O=C(N/N=C/C=C/c1ccc2c(c1)OCO2)C(O)c1ccccc1 (stereo not drawn)	18
CC(=O)Oc1ccc(N2C(=O)C3C(C2=O)C(C(=O)c2ccc(Cl)cc2)N2CCCC32)cc1 (stereo not drawn)	-10
CCCc1cc(NCCCO)n2c(nc3ccccc32)c1C#N	11
CCn1nc(C)c([N+](=O)[O-])c1C(=O)NNC(=O)c1ccc(Cl)cc1	-16
Cc1[nH]c2ccccc2c1/C=N/NC(=O)CNC(=O)c1cccs1	1
CC(=O)N1CCC(C(=O)Nc2cc(C)cc(C)c2)CC1	-2
Cc1nc(Sc2ccccc2)c(C#N)c(C)c1[N+](=O)[O-]	-3
CN(Cc1ccon1)Cc1cn(C)nc1-c1ccc(Oc2ccccc2)cc1	-4
Cc1cccc(-c2nc(C)cc(=O)[nH]2)c1	-1
CC(C)OC(=O)Nc1ccc(-c2ccc(NC(=O)OC(C)C)cc2Cl)c(Cl)c1	-2
COc1ccc([N+](=O)[O-])cc1NC(=O)c1ccc(N2C(=O)CCC2=O)cc1	-13
CCOc1ccc(NC(=O)c2cc3ccccc3cc2O)cc1	-6
COc1cccc(NC(=S)Nc2cc(C)cc(C)n2)c1	-3
COc1ccc(CCn2c(NN=C3CCCCC3)nc3c2c(=O)[nH]c(=O)n3C)cc1	3
CN(Cc1cnn(C)c1)C(=O)CC1C(=O)NCCN1Cc1cccc(Oc2ccccc2)c1 (stereo not drawn)	1
COC(=O)Cc1ccc(NC(=S)NCCSc2ccc(Cl)cc2)cc1	5
O=C(O)/C=C/S(=O)(=O)c1ccc2ccccc2c1	0

Screening data: PubChem, The Scripps Research Institute Molecular Screening Center
